BoNT-F LC inh: inhibitors of Botulinum neurotoxin F light chain protease. Multiplex microsphere protease cleavage assay, flow cytometry. inhibition, % at 10 µM. 0.22% of 360,000 active; in the data active = inhibition above about 35%, passing the limit was not always enough; inconclusive = no clear call, values can overlap the other calls; also: plate controls were buffer without enzyme for full effect and enzyme alone for no effect
PfHsp40 yeast: compounds rescuing yeast from Plasmodium falciparum HSP40 toxicity; S. cerevisiae expressing PfHsp40, growth rescue, ATP luminescence; growth rescue, % at 12.5 µM; 0.68% of 340,000 active; AID 504582; in the data active = growth rescue above about 28%, passing the limit was not always enough; inconclusive = no clear call, values can overlap the other calls;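 also: yeast W303a lacking pdr1 and pdr3 grown in galactose medium; growth measured after three days at 30 °C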
FadD28 FP inh: M. tuberculosis FadD28 bisubstrate binding inhibition; FadD28 bisubstrate probe binding, fluorescence polarization; inhibition, % at 12.5 µM; 0.22% of 360,000 active; in the data active = inhibition above about 8.5%, passing the limit was not always enough; inconclusive = no clear call, values can overlap the other calls
GDH-TPI counter: counter-screen for M. tuberculosis FBA inhibitors: GDH-TPI coupled enzymes. GDH-TPI coupled enzyme counterscreen, NADH absorbance. inhibition, % at 4.8 µM. 1.2% of 360,000 active; in the data active = inhibition above about 30%;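 also: 0% = DMSO wells and 100% = wells lacking the enzyme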
Mtb UGM inh: blocks M. tuberculosis UGM enzyme | P9WIQ1 | 0.06% of 320,000 active | purified UGM, fluorescence polarization probe displacement | inhibition, % at 10 µM; in the data active = inhibition above about 10%, passing the limit was not always enough; inconclusive = no clear call, values can overlap the other calls
Target sequence (P9WIQ1 whole entry, looked up): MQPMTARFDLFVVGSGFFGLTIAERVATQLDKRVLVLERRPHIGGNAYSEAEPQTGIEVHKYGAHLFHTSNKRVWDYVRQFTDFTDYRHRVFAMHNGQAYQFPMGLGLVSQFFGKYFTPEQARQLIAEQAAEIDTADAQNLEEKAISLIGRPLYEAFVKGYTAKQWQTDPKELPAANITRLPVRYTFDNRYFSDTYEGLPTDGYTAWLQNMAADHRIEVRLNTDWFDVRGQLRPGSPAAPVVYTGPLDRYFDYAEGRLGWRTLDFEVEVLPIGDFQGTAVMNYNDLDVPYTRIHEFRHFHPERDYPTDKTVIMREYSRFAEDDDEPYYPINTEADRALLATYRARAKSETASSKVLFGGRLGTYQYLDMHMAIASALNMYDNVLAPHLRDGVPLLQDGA
BoNT-A LC inh2: inhibitors of Botulinum neurotoxin A light chain protease; multiplex microsphere protease substrate cleavage, flow cytometry; AID 588499; 0.17% of 360,000 active; inhibition, % at 10 µM; also: plate controls were buffer without enzyme for full effect and enzyme alone for no effect
Mtb BioA inh: inhibitors of Mycobacterium tuberculosis BioA enzyme; 0.096% of 360,000 active; inhibition, % at 9.99 µM; purified M. tuberculosis BioA enzyme, plate reader; in the data active = inhibition above about 40%; inconclusive = no clear call, values can overlap the other calls
Mtb FBA inh: inhibits M. tuberculosis FBA enzyme; 2.3% of 360,000 active; purified M. tuberculosis FBA, fluorescence read-out; P9WQA3; inhibition, % at 1 µM; in the data active = inhibition above about 27%;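 also: 0% = vehicle and 100% = reference inhibitor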
Target sequence (P9WQA3 whole entry, looked up): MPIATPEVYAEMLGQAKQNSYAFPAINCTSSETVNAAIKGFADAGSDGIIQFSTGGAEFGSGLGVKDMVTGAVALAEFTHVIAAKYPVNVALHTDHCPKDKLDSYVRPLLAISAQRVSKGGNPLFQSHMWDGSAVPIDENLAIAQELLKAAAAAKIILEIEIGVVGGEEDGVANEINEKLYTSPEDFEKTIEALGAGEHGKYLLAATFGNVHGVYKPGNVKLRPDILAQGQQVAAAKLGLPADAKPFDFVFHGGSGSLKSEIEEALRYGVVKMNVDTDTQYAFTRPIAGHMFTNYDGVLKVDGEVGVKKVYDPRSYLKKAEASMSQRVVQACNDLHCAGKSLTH
Anthrax LF prot: anthrax lethal factor protease inhibition | P15917 | multiplex microsphere protease cleavage assay, LF | inhibition, % at 10 µM | 0.12% of 360,000 active; also: plate controls were buffer without enzyme for full effect and enzyme alone for no effect
The depositor's hits bear a star; ? = inconclusive; / = not tested or not shown. Rule as the data show it, unless noted: active = inhibition above about 30%; inconclusive = no clear call, values can overlap the other calls; inactive = below that.

SMILES	BoNT-F LC inh	PfHsp40 yeast	FadD28 FP inh	GDH-TPI counter	Mtb UGM inh	BoNT-A LC inh2	Mtb BioA inh	Mtb FBA inh	Anthrax LF prot
C=CCC[C@H](Cc1ccc(F)cc1)C(=O)OC[C@H](Cc1c[nH]c2ccccc12)NC(=O)[C@H](CC=C)CC(=O)N[C@H](CO)Cc1ccccc1	-13	1.3	-3.2	3	-0.6	-0.3	-0.7	-1	-10
CC1(c2cc(F)ccc2F)NC(=O)N(CC(=O)Nc2cccc(S(=O)(=O)N3CCCC3)c2)C1=O (stereo unspecified)	-4	0.2	-4.3	-7	-0.9	-0.2	0.3	1	-3
O=C1NCCN1CCNS(=O)(=O)c1ccccc1[N+](=O)[O-]	3	-1.7	0.2	-7	1.2	1.7	-3.9	1	-2
CCOC(=O)c1c(C)[nH]c(C(=O)CSc2nnc(-c3cccs3)n2Cc2ccccc2)c1C	-10	0.8	-0.7	16	0.2	-1.5	/	-3	8
COc1cccc(NC(=O)C(C)C)c1	4	-0.1	-3.4	-6	-0.2	-0.3	3.7	1	-1
O=C1CCC(=O)N1OCCCOc1ccc2c(c1)CCC2	4	-0.3	0.0	-2	0.3	-0.4	-0.4	0	-2
O=C(c1ccco1)N(Cc1cccs1)C1CCS(=O)(=O)C1 (stereo unspecified)	8	-2.1	-2.1	15	-1.1	-0.2	-2.3	5	-3
Cc1cc(NC(=O)c2ccc(Cn3nc(C)c(Br)c3C)o2)no1	-6	-1.2	-3.0	2	-1.7	-0.3	-0.1	-1	-3
CC(=O)c1sc(NC(=O)C2(F)C(F)(F)C(F)(F)C(F)(F)C(F)(F)C2(F)F)nc1C	1	12	4.7	12	1.9	1.2	-2.7	0	-1
CC(C)(C)C(=O)Nc1nnc(CC(=O)NCc2ccccc2)s1	-7	-0.1	0.4	5	2.9	-0.3	/	2	2
Cc1ccc(-n2ncc(C(=O)N3CCN(C(=O)c4ccco4)CC3)c2-n2cccc2)cc1	-1	-0.3	-2.3	3	0.9	-0.4	9.1	0	-3
O=c1c2ccccc2ncn1C1CCCCC1	-4	0.5	0.7	4	-1.4	-0.7	-0.1	-1	-5
CCOc1ccc(S(=O)(=O)Nc2ncn[nH]2)cc1	12	-1.3	-3.1	3	1.6	-1.6	-1.9	0	-6
O=[N+]([O-])c1cc(-c2csc(NCCc3nc4cc(Cl)c(N5CCCCC5)cc4n3CCCO)n2)ccc1Cl	-15	-1.4	-0.1	2	2.9	-1.3	-0.7	1	-2
O=C(C1CCCO1)N1CCC2(CC1)OCCO2 (stereo unspecified)	3	-0.4	-0.4	6	-1.0	-0.5	0.1	-1	-1
O=C(CNC(=O)c1cccs1)N/N=C/c1cccc(Cl)c1	0	-1.8	-3.9	0	-2.5	-0.1	0.8	1	-1
CCN(CC)C(=O)C1CCCN(C(=O)c2cc(COc3ccc4ncccc4c3)on2)C1 (stereo unspecified)	-4	0.3	-3.9	-4	3.4	-0.4	-1.2	1	-4
CS(=O)(=O)c1nc(S(=O)(=O)c2ccc(Cl)cc2)c(NCCCN2CCCC2=O)s1	20	-0.9	-0.9	9	-0.8	10	0.3	-1	7
CC(c1ccccc1)N1CC(C(=O)N2CCN(c3ccccc3)CC2)CC1=O (stereo unspecified)	-1	-0.8	0.2	-6	1.3	-0.9	2.3	0	-3
CCOC(=O)C1CCN(C(=O)CN(c2cccc(C(F)(F)F)c2)S(C)(=O)=O)CC1	-22	0.5	-3.3	7	-1.3	-0.5	-2.2	2	0
Cc1[nH][nH]c(=O)c1C(c1cc(Br)ccc1O)c1c(C)[nH][nH]c1=O	-14	1.0	-2.6	1	1.1	-0.2	1.1	1	0
Cc1ccc(S(=O)(=O)NNC(=O)C(O)(c2ccccc2)c2ccccc2)cc1	-6	0.3	-5.7	3	-4.2	-0.2	-0.8	1	-3
Cc1c(C#N)c2ncn(CC#N)c(=O)c2n1-c1ccccc1	-1	-0.3	-0.9	2	-2.5	0.4	-1.2	0	2
CNC(=S)N1CCN(c2ccc(OC)cc2)CC1	-4	0.1	-4.3	-3	2.2	0.0	-0.5	0	0
O=C(O)CCCN1C(=O)c2ccccc2Sc2ncccc21	-5	0.5	-0.8	-10	2.3	-1.0	-0.5	1	6
Cc1ccc(S(=O)(=O)N2CCOCC2)cc1NC(=O)COC(=O)CCc1c[nH]c2ccccc12	-5	1.1	-2.7	1	2.5	-0.7	-0.7	8	-10
Cc1cc(C)n(-c2ccc(C(=O)N3CCN(S(=O)(=O)c4ccc(Cl)cc4)CC3)cc2)n1	-2	5.0	-2.5	-4	-1.0	0.0	1.6	0	-3
Cc1ccc(-n2c(SCC(=O)NC3CCS(=O)(=O)C3)nc3ccccc3c2=O)cc1C (stereo unspecified)	-13	-1.0	-4.4	-3	-1.5	-5.2	16	-2	-1
CCOC(=O)c1ccccc1NC(=O)c1c(O)c2ccccc2n(CC)c1=O	-9	-0.5	-2.5	1	-0.2	0.9	0.6	3	4
CCOC(=O)C(=O)NN=C(c1ccccc1)c1ccccc1	21	-0.3	-0.3	-1	2.1	2.7	-3.1	3	-6
Cc1ccc(S(=O)(=O)N(C)C)cc1NC(=O)c1ccccc1Br	-3	0.2	-0.2	-2	-2.2	0.1	/	0	1
NC(=O)NC(=O)CN1C(=O)NC2(CCOc3ccccc32)C1=O (stereo unspecified)	1	0.9	-3.2	1	1.6	0.0	0.1	-2	-2
C=CCN1C(=O)/C(=C/c2ccc(N3CCOCC3)o2)C(=O)NC1=S	5	0.7	-0.1	12	0.7	1.5	-4.3	-10	-1
CC(Oc1ccccc1)C(=O)Nc1nc(-c2ccncc2)cs1 (stereo unspecified)	-7	12	0.2	5	-0.9	-4.5	0.9	0	1
CCn1nnc(NC(=O)c2cccnc2Cl)n1	-22	-0.9	-0.7	12	0.3	-0.4	0.5	3	1
O=C(NOCc1cscn1)Nc1ccccc1	-2	-0.2	-0.3	4	/	0.1	/	4	-5
CCSc1nc2c(c(=O)[nH]c(=O)n2C)n1CC(O)COc1ccccc1C (stereo unspecified)	1	0.8	-3.1	-13	1.4	-0.8	0.2	1	-4
O=C(CCS(=O)(=O)Cc1ccccc1)Nc1nc2c(s1)CCCC2	-9	-1.4	-1.7	4	-2.6	?	-1.1	3	-1
Cc1ccc(S(=O)(=O)NC(C(=O)O)c2ccccc2)cc1 (stereo unspecified)	24	-0.9	-0.1	7	4.0	2.3	/	4	-4
Cc1ccccc1C(=O)NC(C(=O)Nc1nc2c(s1)CCCC2)C(C)C (stereo unspecified)	0	0.4	-2.1	1	-0.6	0.1	/	0	-1
CC(=O)N1CCN(c2ccc(NC(=O)c3cccc([N+](=O)[O-])c3)cc2)CC1	?	1.5	-0.2	9	-2.5	-5.9	-1.8	1	-10
Cc1cccc2[nH]c(CN(C)C(=O)CC3C(=O)NCCN3CC(C)(C)C)nc12 (stereo unspecified)	-1	0.5	-0.8	9	-1.9	0.2	/	3	-7
CCN1C(=O)[C@H]2[C@@H](c3ccc(-c4ccc(C(C)=O)cc4)c(OC)c3)N[C@@](Cc3ccccc3)(C(=O)OC)[C@H]2C1=O	6	1.1	-0.7	9	3.1	-0.2	-1.2	4	1
CSc1ccc(S(=O)(=O)Nc2ccc3c4c(cccc24)CC3)cc1	-5	3.3	-2.5	-6	0.3	0.5	-0.9	-3	0
COC(C[C@H](O)CC(=O)COCc1ccccc1)OC	0	-0.7	1.5	8	/	-0.1	-4.2	-3	-3
CCS(=O)(=O)N1Cc2ccccc2CC1C(=O)Nc1cc(S(C)(=O)=O)ccc1Cl (stereo unspecified)	-6	-0.5	-5.3	-1	-0.4	-2.0	0.2	-3	-1
CCn1cc(C(=O)N2CCN(c3ccc([N+](=O)[O-])cc3)CC2)c(=O)c2ccc(C)nc21	-2	0.0	-1.4	9	3.3	-0.1	1.3	-7	2
O=C(NCCN1CCOCC1)c1ccc(Cl)c(S(=O)(=O)N2CCCCCC2)c1	4	2.5	-4.3	-13	1.1	0.4	2.4	1	-3
O=[N+]([O-])c1ccc(N2CCNCC2)cc1NCc1cccnc1	-11	0.7	-4.4	-1	0.3	0.1	22	-14	-3
COc1cc(Cl)c(C)cc1NC(=O)c1ccccc1NC(=O)CN1CCN(c2ccccn2)CC1	5	5.5	-1.2	3	/	-0.6	-1.6	5	-3
CN(C)CCCN(C(=O)c1ccc(S(=O)(=O)N2CCCCCC2)cc1)c1nc2ccc(F)cc2s1	/	0.1	-3.2	1	2.9	/	-0.3	-1	/
Cc1ccc(NC(=O)CC(C)S(=O)(=O)c2ccc3c(c2)NC(=O)CO3)cc1C (stereo unspecified)	1	-1.1	-0.9	5	2.6	-1.2	-3.3	3	-2
Fc1ccccc1C1c2[nH]c3ccccc3c2CCN1Cc1cccn1-c1ncccn1 (stereo unspecified)	-6	2.1	0.2	2	-0.5	0.2	/	1	-7
COC(=O)[C@@]12CCCN1[C@H](c1ccc(-c3ccc(C(C)=O)cc3)c(OC)c1)[C@H]1C(=O)N(C)C(=O)[C@H]12	-6	0.2	-1.8	4	-3.8	0.0	4.0	0	4
CCN(CC)CCNC(=O)c1cn(CC)c2cc(N3CCN(C(=O)c4ccco4)CC3)c(F)cc2c1=O	-5	-0.6	-1.5	4	3.9	-0.6	/	22	0
COC(=O)C1=C(c2cc3ccccc3s2)C[C@@H]2CC[C@H]1N2C(=O)NCc1ccco1	-8	-0.4	0.5	13	-1.3	-1.2	1.1	3	-10
Cc1ccc(S(=O)(=O)NC2(C(F)(F)F)NC(=O)N(CCc3ccccc3)C2=O)cc1 (stereo unspecified)	-1	0.6	-2.6	-5	1.2	-0.3	-1.1	1	1
Clc1ccccc1-c1ccc(/C=N/n2cnnc2)o1	0	1.7	1.2	55*	-1.2	0.3	-1.4	1	-4
CC(=O)Nc1c(Cl)c2c(c(Cl)c1Br)-c1ccc(Cl)cc1C2	9	-0.8	-2.0	0	/	0.7	-1.9	-5	-5
COC1C(C)=C(C)C(=O)N1Cc1ccc(F)cc1 (stereo unspecified)	-3	0.3	0.6	3	-2.0	-1.1	-1.9	5	3

Full records from above. Screens in order: BoNT-F LC inh	PfHsp40 yeast	FadD28 FP inh	GDH-TPI counter	Mtb UGM inh	BoNT-A LC inh2	Mtb BioA inh	Mtb FBA inh	Anthrax LF prot
Entry for `Cc1ccc(S(=O)(=O)NC2(C(F)(F)F)NC(=O)N(CCc3ccccc3)C2=O)cc1` (stereo unspecified) = -1	0.6	-2.6	-5	1.2	-0.3	-1.1	1	1
Entry for `Cc1ccc(NC(=O)CC(C)S(=O)(=O)c2ccc3c(c2)NC(=O)CO3)cc1C` (stereo unspecified) = 1	-1.1	-0.9	5	2.6	-1.2	-3.3	3	-2
Entry for `Clc1ccccc1-c1ccc(/C=N/n2cnnc2)o1` = 0	1.7	1.2	55*	-1.2	0.3	-1.4	1	-4
Entry for `CN(C)CCCN(C(=O)c1ccc(S(=O)(=O)N2CCCCCC2)cc1)c1nc2ccc(F)cc2s1` = /	0.1	-3.2	1	2.9	/	-0.3	-1	/
Entry for `CCn1cc(C(=O)N2CCN(c3ccc([N+](=O)[O-])cc3)CC2)c(=O)c2ccc(C)nc21` = -2	0.0	-1.4	9	3.3	-0.1	1.3	-7	2

Further compounds follow.
SMILES	BoNT-F LC inh	PfHsp40 yeast	FadD28 FP inh	GDH-TPI counter	Mtb UGM inh	BoNT-A LC inh2	Mtb BioA inh	Mtb FBA inh	Anthrax LF prot
CCn1c(C(O)c2ccc3c(c2)OCO3)nc2ccccc21 (stereo unspecified)	25	1.0	-1.2	2	0.0	-1.5	0.9	-3	-3
CC(C)CN(C(=O)COc1ccc(-c2nnco2)cc1)C1CCS(=O)(=O)C1 (stereo unspecified)	-5	0.4	-0.2	-2	2.3	0.6	0.9	1	-5
Cc1ccc(-c2csc3nc(SCC(=O)Nc4ccc(Cl)c(C(=O)O)c4)[nH]c(=O)c23)cc1	4	-1.8	-1.2	9	5.8	-0.5	2.0	5	-1
Cc1csc(NC(=O)CSc2nnc(-c3cccs3)n2C)n1	-5	0.8	1.7	8	-2.8	0.4	1.5	3	-1
CNC(=S)NCCc1c[nH]c2ccc(OC)cc12	6	-0.7	-0.7	5	-2.6	0.9	-1.2	5	-8
COC(=O)[C@@H]1CCCN1C(=O)CCc1nnc(CCc2c[nH]c3ccccc23)o1	-8	0.0	-2.7	8	0.9	-0.1	-1.0	0	0
NNC(=O)c1cc2nc(-c3cccs3)cc(C(F)(F)F)n2n1	0	0.3	-1.9	6	-1.7	2.3	-0.6	14	1

Source: PubChem
